Rac1 wt GTP bind: alters GTP binding to wildtype human Rac1. P63000. GST-Rac1 beads, fluorescent GTP binding, flow cytometry; actives lie on both sides; 0 = cold GTP competed, 100 = untreated. GTP binding activity (% of control), % at 10 µM. actives 0.27% (n = 190,000). AID 757;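 active = GTP binding activity at least 20 points away from the 100% control level, either lower or higher; inconclusive = compound flagged as likely green fluorescent, judged across all proteins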
Rab2A wt mod: changes GTP binding to wildtype dog Rab2A, up or down; actives 0.19% (n = 190,000); AID 760; GST-Rab2 wt beads, Bodipy-GTP binding, flow cytometry; GTP binding activity, % at 10 µM;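 active = GTP binding activity at least 20 points away from 100%, either lowered or raised; inconclusive = signal likely due to the compound's own green fluorescence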;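 also: 0% = beads with excess unlabeled GTP and 100% = no-compound control corrected for plate trend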
Mcl1 Noxa PPI: Mcl-1/Noxa interaction inhibition; Q07820; actives 1.5% (n = 220,000); inhibition, % at 21.7 µM; TR-FRET Mcl-1/Noxa peptide binding, 2 h;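 active = compounds that cut the protein-peptide binding signal by more than 50% relative to plate controls in a single-dose test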;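 also: His-tagged Mcl-1 with rhodamine Noxa BH3 peptide and terbium anti-His antibody; 0% = Mcl-1 plus Noxa peptide wells and 100% = peptide-only wells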
Target sequence (Q07820 whole entry, looked up): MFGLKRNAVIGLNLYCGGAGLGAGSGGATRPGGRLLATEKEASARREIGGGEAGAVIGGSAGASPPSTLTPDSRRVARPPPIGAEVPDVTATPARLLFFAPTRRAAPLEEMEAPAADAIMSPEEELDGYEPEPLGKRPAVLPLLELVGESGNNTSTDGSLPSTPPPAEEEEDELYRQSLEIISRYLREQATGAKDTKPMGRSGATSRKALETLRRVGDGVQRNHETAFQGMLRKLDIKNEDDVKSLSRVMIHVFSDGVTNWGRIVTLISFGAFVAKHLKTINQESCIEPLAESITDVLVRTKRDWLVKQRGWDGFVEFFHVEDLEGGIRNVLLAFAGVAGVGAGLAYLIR
HRas wt GTP: modulators of GTP binding to human HRas wildtype | P01112 | GST-Ras wt beads, Bodipy-FL-GTP binding, flow cytometry; actives lie on both sides | GTP binding activity, % at 10 µM | actives 0.14% (n = 190,000) | AID 759;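 active = GTP binding activity at least 20% away from the 100% baseline, either lowered as inhibitor or raised as activator; inconclusive = flagged as likely green fluorescent, judged across all proteins in the well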;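 also: 0% = unlabeled GTP competition control and 100% = no-compound control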
Target sequence (P01112 whole entry, looked up): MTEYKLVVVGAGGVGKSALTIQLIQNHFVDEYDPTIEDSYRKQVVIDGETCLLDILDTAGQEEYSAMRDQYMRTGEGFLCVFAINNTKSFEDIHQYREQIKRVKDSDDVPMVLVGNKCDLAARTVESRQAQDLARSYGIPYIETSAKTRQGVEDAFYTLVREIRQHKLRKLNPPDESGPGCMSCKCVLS
Mcl1 Bid PPI: Mcl-1/Bid interaction inhibition | Q07820 | TR-FRET Mcl-1/Bid-Dy647 peptide binding, 1536-well | inhibition, % at 21.7 µM | actives 0.97% (n = 220,000) | AID 1021;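 active = compounds that cut the binding signal by more than half at the single screening dose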;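 also: His-tagged Mcl-1 with europium anti-His antibody binding Bid BH3 peptide; 0% = Mcl-1 plus peptide wells and 100% = peptide-only wells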
GSH fluor: GSH bead compound fluorescence profile | GSH beads flow cytometry, compound fluorescence 488/530 nm; active compounds read high | fluorescence (KMESF) at 10 µM | actives 0.25% (n = 190,000) | AID 1776; in the data active = fluorescence above about 89;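 also: glutathione beads carrying GST-tagged Bcl family fusion proteins plus one bare bead set; values are compound well signal with DMSO vehicle wells as background; inactives centre near 16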
Rab7 wt modul: dog Rab7 wildtype GTP binding, inhibitors and activators | GST-Rab7 beads, fluorescent GTP binding, flow cytometry; actives lie on both sides; untreated = 100%, excess cold GTP = 0% | GTP binding activity (percent of control), % at 10 µM | actives 0.055% (n = 190,000);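 active = fluorescent GTP binding to Rab7 beads changed by at least 20 points from the 100% baseline, either direction, mostly lower; inconclusive = compound itself probably fluorescent, or too few beads counted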;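 also: median green fluorescence of bound Bodipy-FL-GTP per Rab7 bead population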
Cdc42 wt: changes GTP binding to wildtype human Cdc42. GST-Cdc42 beads, Bodipy-GTP binding, flow cytometry; actives lie on both sides. percent activity (GTP binding), % at 10 µM. actives 0.2% (n = 190,000). AID 761;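 active = percent activity GTP binding at least 20 points away from the 100% baseline, either down as inhibitor or up as activator; inconclusive = compound flagged as likely green fluorescent from well-wide comparison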;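 also: median bead fluorescence of bound Bodipy-FL-GTP at 100 nM; 0% = excess unlabeled GTP control and 100% = no compound control; below 100% means less GTP binding so inhibitor and above means activator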
Target sequence (P60953 whole entry, looked up): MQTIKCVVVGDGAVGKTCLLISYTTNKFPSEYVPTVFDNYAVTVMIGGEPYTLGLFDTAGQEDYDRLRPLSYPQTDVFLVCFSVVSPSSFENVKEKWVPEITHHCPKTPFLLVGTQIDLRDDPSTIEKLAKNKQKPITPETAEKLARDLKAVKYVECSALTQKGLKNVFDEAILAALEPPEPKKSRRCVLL
Avidin fluor: avidin bead compound fluorescence profile | Avidin beads, compound fluorescence 488/530 nm, flow cytometry; active compounds read high | fluorescence (KMESF) at 10 µM | actives 0.38% (n = 220,000) | AID 1775; in the data active = fluorescence above about 47; also: inactives centre near 10
Rac1 mut GTP: alters GTP binding to activated mutant human Rac1; P63000; GST-Rac1 activated beads, fluorescent GTP binding, flow cytometry; actives lie on both sides; 100% means binding = to untreated wells; percent activity (GTP binding), % at 10 µM; actives 0.11% (n = 190,000);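 active = GTP binding at least 20 percentage points away from the 100% baseline, in either direction, so actives lie on both sides; inconclusive = Compound likely fluorescent itself, or too few beads counted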
Pf gamet viab: P. falciparum stage V gametocyte viability inhibition; actives 0.065% (n = 150,000); inhibition, % at 10.9 µM; P. falciparum stage V gametocytes, ATP luminescence, 24 h;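 active = inhibition above the mean plus 3 SD of compounds within the control limits, set per campaign, cut at about 38% in these data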;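 also: 0% = DMSO wells and 100% = medium only without gametocytes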
Active calls of the source: *.

For COc1ccc(CNC(=O)/C(C#N)=C2\N=C(NC(=O)c3cccs3)c3ccccc32)cc1 the results were Rac1 wt GTP bind 102.0, Rab2A wt mod 97.0, Mcl1 Noxa PPI -56.6, HRas wt GTP 99.0, Mcl1 Bid PPI -66.7, GSH fluor 18, Rab7 wt modul 102.0, Cdc42 wt 100.0, Avidin fluor 16 and Rac1 mut GTP 102.0.
For Cc1ccc(S(=O)(=O)N2CCN(S(=O)(=O)N3CCOCC3)CC2)cc1C the results were Rac1 wt GTP bind 111.0, Rab2A wt mod 102.0, Mcl1 Noxa PPI -1.1, HRas wt GTP 103.0, Mcl1 Bid PPI -11.1, GSH fluor 32, Rab7 wt modul 103.0, Cdc42 wt 105.0, Avidin fluor 14, Rac1 mut GTP 101.0 and Pf gamet viab -7.5.
Screening O=C1c2cccnc2C(=O)N1Cc1cccs1 returned Rac1 wt GTP bind 108.0, Rab2A wt mod 104.0, Mcl1 Noxa PPI 22.3, HRas wt GTP 103.0, Mcl1 Bid PPI 30.5, GSH fluor 22, Rab7 wt modul 103.0, Cdc42 wt 104.0, Avidin fluor 7 and Rac1 mut GTP 101.0.
Screening COc1ccc(OCC(=O)Nc2ccccc2-c2ccccc2)cc1 returned Rac1 wt GTP bind 104.0, Rab2A wt mod 100.0, Mcl1 Noxa PPI -6.5, HRas wt GTP 100.0, Mcl1 Bid PPI 8.9, GSH fluor 13, Rab7 wt modul 102.0, Cdc42 wt 97.0, Avidin fluor 12, Rac1 mut GTP 97.0 and Pf gamet viab 23.3.
Screening O=C(Cc1n[nH]c(=O)c2ccccc12)NCc1ccccn1 returned Rac1 wt GTP bind 101.0, Rab2A wt mod 101.0, Mcl1 Noxa PPI 22.7, HRas wt GTP 101.0, Mcl1 Bid PPI -14.5, GSH fluor 11, Rab7 wt modul 98.0, Cdc42 wt 104.0, Avidin fluor 12, Rac1 mut GTP 99.0 and Pf gamet viab -22.9.
COc1cc(CNCC(O)c2ccccc2)ccc1OCc1ccc(Cl)nc1 (stereo not given) was read as Rac1 wt GTP bind 106.0, Rab2A wt mod 101.0, Mcl1 Noxa PPI 2.5, HRas wt GTP 102.0, Mcl1 Bid PPI -4.0, GSH fluor 18, Rab7 wt modul 100.0, Cdc42 wt 104.0, Avidin fluor 28 and Rac1 mut GTP 102.0.
Screening O=S(=O)(NCCc1ccncc1)c1ccccc1 returned Rac1 wt GTP bind 104.0, Rab2A wt mod 100.0, Mcl1 Noxa PPI -11.7, HRas wt GTP 101.0, Mcl1 Bid PPI -29.3, GSH fluor 13, Rab7 wt modul 99.0, Cdc42 wt 101.0, Avidin fluor 12, Rac1 mut GTP 102.0 and Pf gamet viab -10.8.
COCCNC(=O)c1ccccc1NC(=O)Cc1ccccc1[N+](=O)[O-] was read as Rac1 wt GTP bind 97.0, Rab2A wt mod 96.0, Mcl1 Noxa PPI -6.0, HRas wt GTP 96.0, Mcl1 Bid PPI -140.0, GSH fluor 16, Rab7 wt modul 98.0, Cdc42 wt 96.0, Avidin fluor 6, Rac1 mut GTP 96.0 and Pf gamet viab 14.1.
For CCn1c(C)nc2cc(C(=O)NNC(=O)c3ccc(Cl)nc3)ccc21 the results were Rac1 wt GTP bind inconclusive, Rab2A wt mod inconclusive, Mcl1 Noxa PPI 15.1, HRas wt GTP inconclusive, Mcl1 Bid PPI -16.0, GSH fluor 25, Rab7 wt modul inconclusive, Cdc42 wt inconclusive, Avidin fluor 25, Rac1 mut GTP inconclusive and Pf gamet viab -6.2.
`Cc1ccc(C(=O)N2CCN(c3ccc(C(F)(F)F)cn3)CC2)c(C)c1` gave Rac1 wt GTP bind 104.0, Rab2A wt mod 101.0, Mcl1 Noxa PPI 2.7, HRas wt GTP 101.0, Mcl1 Bid PPI 4.1, GSH fluor 12, Rab7 wt modul 100.0, Cdc42 wt 102.0, Avidin fluor 7, Rac1 mut GTP 96.0 and Pf gamet viab 13.0.
`CCCC(=O)N1CCN(c2ccc([N+](=O)[O-])cc2Cl)CC1` gave Rac1 wt GTP bind 103.0, Rab2A wt mod 99.0, Mcl1 Noxa PPI -7.1, HRas wt GTP 100.0, Mcl1 Bid PPI -22.8, GSH fluor 12, Rab7 wt modul 94.0, Cdc42 wt 104.0, Avidin fluor 15, Rac1 mut GTP 99.0 and Pf gamet viab 4.2.
O=C(N/N=C/c1ccccc1C(=O)O)c1ccccc1Br was read as Rac1 wt GTP bind 99.0, Rab2A wt mod 97.0, Mcl1 Noxa PPI 7.0, HRas wt GTP 96.0, Mcl1 Bid PPI 2.5, GSH fluor 12, Rab7 wt modul 87.0, Cdc42 wt 100.0, Avidin fluor 22, Rac1 mut GTP 95.0 and Pf gamet viab 12.6.
`CCOC(=O)C1=C(N)Oc2c(oc(CO)cc2=O)C1c1c(F)cccc1Cl` (stereo not given) gave Rac1 wt GTP bind 103.0, Rab2A wt mod 98.0, Mcl1 Noxa PPI -3.6, HRas wt GTP 98.0, Mcl1 Bid PPI -48.1, GSH fluor 7, Rab7 wt modul 95.0, Cdc42 wt 99.0, Avidin fluor 10 and Rac1 mut GTP 96.0.
For O=c1nc(N(c2ccccc2)c2ccccc2)[nH]c(=O)[nH]1 the results were Rac1 wt GTP bind 101.0, Rab2A wt mod 100.0, Mcl1 Noxa PPI 9.0, HRas wt GTP 100.0, Mcl1 Bid PPI 9.9, GSH fluor 33, Rab7 wt modul 100.0, Cdc42 wt 98.0, Avidin fluor 15, Rac1 mut GTP 96.0 and Pf gamet viab 8.3.
`O=C(Oc1ccc(Cl)c2cccnc12)N1CCCCCC1` gave Rac1 wt GTP bind 111.0, Rab2A wt mod 102.0, Mcl1 Noxa PPI 6.2, HRas wt GTP 104.0, Mcl1 Bid PPI -4.8, GSH fluor 15, Rab7 wt modul 99.0, Cdc42 wt 106.0, Avidin fluor 20 and Rac1 mut GTP 100.0.
c1ccc(-c2c3ccccc3nc3[nH]c4ccccc4c23)cc1 was read as Rac1 wt GTP bind 102.0, Rab2A wt mod 101.0, Mcl1 Noxa PPI -2.0, HRas wt GTP 102.0, Mcl1 Bid PPI 5.9, GSH fluor 19, Rab7 wt modul 101.0, Cdc42 wt 99.0, Avidin fluor 11 and Rac1 mut GTP 97.0.
Cc1ccccc1OCCNC(=O)c1ccc2ccccc2n1 was read as Rac1 wt GTP bind 100.0, Rab2A wt mod 99.0, Mcl1 Noxa PPI -7.1, HRas wt GTP 100.0, Mcl1 Bid PPI 7.3, GSH fluor 9, Rab7 wt modul 102.0, Cdc42 wt 98.0, Avidin fluor 2 and Rac1 mut GTP 98.0.
For CC(=O)NC(CCS(C)(=O)=O)C(=O)N1CCc2ccccc21 (stereo not given) the results were Rac1 wt GTP bind 105.0, Rab2A wt mod 101.0, Mcl1 Noxa PPI -6.7, HRas wt GTP 103.0, Mcl1 Bid PPI 0.2, GSH fluor 25, Rab7 wt modul 101.0, Cdc42 wt 104.0, Avidin fluor 47 and Rac1 mut GTP 100.0.
`O=C(O)CNc1nc(Cl)ccc1[N+](=O)[O-]` gave Rac1 wt GTP bind 106.0, Rab2A wt mod 109.0, Mcl1 Noxa PPI 7.8, HRas wt GTP 107.0, Mcl1 Bid PPI -1.5, GSH fluor 18, Rab7 wt modul 103.0, Cdc42 wt 108.0, Avidin fluor 8 and Rac1 mut GTP 102.0.
Screening COc1ccc(N2CCN(C(=O)CN(c3ccccc3)S(C)(=O)=O)CC2)cc1 returned Rac1 wt GTP bind 93.0, Rab2A wt mod 93.0, Mcl1 Noxa PPI 14.2, HRas wt GTP 96.0, Mcl1 Bid PPI -51.2, GSH fluor 54, Rab7 wt modul 96.0, Cdc42 wt 95.0, Avidin fluor 8 and Rac1 mut GTP 93.0.
For O=c1oc2ccccc2cc1-c1ccc(O)cc1 the results were Rac1 wt GTP bind 101.0, Rab2A wt mod 96.0, Mcl1 Noxa PPI -0.6, HRas wt GTP 96.0, Mcl1 Bid PPI -4.4, GSH fluor 9, Rab7 wt modul 98.0, Cdc42 wt 97.0, Avidin fluor 6, Rac1 mut GTP 97.0 and Pf gamet viab -1.8.
For COc1cccc(C(=O)Nc2ccc(NC(=O)C(C)C)nc2)c1 the results were Rac1 wt GTP bind 101.0, Rab2A wt mod 100.0, Mcl1 Noxa PPI 24.9, HRas wt GTP 98.0, Mcl1 Bid PPI 20.2, GSH fluor 28, Rab7 wt modul 100.0, Cdc42 wt 98.0, Avidin fluor 11, Rac1 mut GTP 96.0 and Pf gamet viab -11.3.
For CC(NCCO)C(=O)C12CC3CC(CC(C3)C1)C2 (stereo not given) the results were Rac1 wt GTP bind 102.0, Rab2A wt mod 98.0, Mcl1 Noxa PPI 4.2, HRas wt GTP 101.0, Mcl1 Bid PPI 6.0, GSH fluor 7, Rab7 wt modul 99.0, Cdc42 wt 100.0, Avidin fluor 9 and Rac1 mut GTP 97.0.
For O=C(CSc1ccccc1)NCCSCc1ccccc1 the results were Rac1 wt GTP bind 101.0, Rab2A wt mod 95.0, Mcl1 Noxa PPI 13.0, HRas wt GTP 100.0, Mcl1 Bid PPI -20.9, GSH fluor 11, Rab7 wt modul 100.0, Cdc42 wt 100.0, Avidin fluor 15, Rac1 mut GTP 96.0 and Pf gamet viab -6.0.
Cc1cc2nnc(SCC(=O)N3CCOCC3)n2c2ccccc12 was read as Rac1 wt GTP bind 98.0, Rab2A wt mod 100.0, Mcl1 Noxa PPI 13.8, HRas wt GTP 99.0, Mcl1 Bid PPI -21.4, GSH fluor 13, Rab7 wt modul 106.0, Cdc42 wt 96.0, Avidin fluor 9 and Rac1 mut GTP 96.0.
CCCCc1cc(=O)oc2c(CN(C)C)c(O)c(Cl)cc12 was read as Rac1 wt GTP bind inconclusive, Rab2A wt mod inconclusive, Mcl1 Noxa PPI 6.5, HRas wt GTP inconclusive, Mcl1 Bid PPI -36.7, GSH fluor 23, Rab7 wt modul inconclusive, Cdc42 wt inconclusive, Avidin fluor 19 and Rac1 mut GTP inconclusive.
`Cc1ccc2nc(SCC(=O)Nc3ccccc3N3CCOCC3)c(C#N)cc2c1` gave Rac1 wt GTP bind 105.0, Rab2A wt mod 101.0, Mcl1 Noxa PPI 2.3, HRas wt GTP 101.0, Mcl1 Bid PPI 44.3, GSH fluor 27, Rab7 wt modul 104.0, Cdc42 wt 99.0, Avidin fluor 7, Rac1 mut GTP 99.0 and Pf gamet viab -10.0.
For C#CCOc1c(Cl)cc(/C=N/O)cc1OC the results were Rac1 wt GTP bind 105.0, Rab2A wt mod 100.0, Mcl1 Noxa PPI 0.9, HRas wt GTP 98.0, Mcl1 Bid PPI -1.0, GSH fluor 12, Rab7 wt modul 99.0, Cdc42 wt 101.0, Avidin fluor 13 and Rac1 mut GTP 98.0.
For COCCNC(=O)c1ccccc1NC(=O)c1ccc(OC)c(OC)c1 the results were Rac1 wt GTP bind 99.0, Rab2A wt mod 101.0, Mcl1 Noxa PPI -0.5, HRas wt GTP 101.0, Mcl1 Bid PPI -49.3, GSH fluor 12, Rab7 wt modul 100.0, Cdc42 wt 102.0, Avidin fluor 24, Rac1 mut GTP 98.0 and Pf gamet viab -17.6.

Assay outcomes deposited in PubChem by several laboratories.
